Yeast growth inh = yeast BB579 growth reduction in restrictive medium; S. cerevisiae BB579 growth, OD615, 48 h; inhibition, % at 10 µM; 0.51% of 140,000 active; AID 804;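 active means inhibition above a set limit, 3 SD over the mean compound inhibition, cut at about 44% in these data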; further: inactives centre near -24
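test system = yeast BB579 (DeaD) | buffer or medium = restrictive CSMM-D medium | doses = single compound dose of 10 µM, 0.25% DMSO final | times = 4 h preincubation and 48 h exposure at 30 °C | technique = culture absorbance at 615 nm | benchmarks = amphotericin B 10 µg/mL, positive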
Measles CPE = protection of cells from measles virus | Measles virus-infected cells, CPE protection, absorbance | protection (pct of control), % at 4 µM | 1.5% of 140,000 active; in the data active means protection mostly above about 24%, no sharp cut-off; inactive means mostly below about 26%; further: some compounds called inactive have numbers as strong as hits
bCat KO growth = beta-catenin-lacking colon tumor cell growth suppression | HCT116 beta-catenin knockout viability, CellTiter-Glo, 60 h; stronger effect = lower value | viability, % at 10 µM | 1.5% of 140,000 active | AID 818;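 active means viability at or under a set limit, the compound median less 4 SD, cut at about 6% in these data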;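 further: 0% = Hyamine 1622 control at 20 µM and 100% = untreated cell control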
MRP1 act = MRP-1 activation; H69AR cells + doxorubicin, viability rescue, CellTiter-Glo; viability increase, % at 10 µM; 0.61% of 140,000 active;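 active means viability gain under doxorubicin at or above a set limit, the compound median plus 3 SD, cut at about 4.7% in these data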;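 further: MRP-1 overexpressing cells given doxorubicin 25 µM after compound pretreatment; 18-22 h compound pretreatment then 72 h with doxorubicin before readout; 0% = doxorubicin-only wells and 100% = vehicle-treated cells without doxorubicin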
Yeast lifespan up = yeast lifespan extension | S. cerevisiae growth with nicotinamide, OD615; deaD strain in restrictive glucose medium | inhibition of the nicotinamide effect, % at 10 µM | 0.68% of 130,000 active;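 active means inhibition above a set limit, placed 3 SD over the median of all compounds, cut at about 26% in these data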;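 further: 0% = nicotinamide-treated wells and 100% = cells grown without nicotinamide; some compounds called inactive have numbers as strong as hits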
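Assay system: DeaD-strain S. cerevisiae. Medium: CSMM-D glucose medium, restrictive. Reagent: nicotinamide, 1.5 mM, co-present with compound. Compound: 10 µM single point, 0.25% DMSO. Schedule: culture preincubation 4 h, compound exposure 48 h, both 30 °C. Detection: absorbance at 615 nm.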
E-sel TNF inh = TNF alpha driven E-selectin expression inhibition; AID 1246; inhibition, % at 2 µM; HUVEC TNFa-induced E-selectin immunofluorescence, high content; 0.71% of 120,000 active;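 active means inhibition above the batch mean plus 3 SD, and confirmed as a hit on visual image review, cut at about 43% in these data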;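 further: 0% = TNF-stimulated DMSO wells and 100% = unstimulated control wells; not every result past the cut was called active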
Phagocyt inh = macrophage phagocytosis inhibition; J774A.1 macrophage IgG-bead phagocytosis, imaging; inhibition, % at 5 µM; 0.07% of 110,000 active;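 active means inhibition above the mean of the plate negative controls plus 5 SD, cut at about 13% in these data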;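 further: phagocytic index as fraction of beads internalized from green versus red external bead signal; plate controls were DMSO negative control for no effect and cytochalasin-D positive control for full effect; some results beyond the cut were filed as inactive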
HCT116 PTEN-null = growth suppressors of cells with PTEN tumor suppressor deletion; 1.2% of 140,000 active; AID 827; viability, % at 10 µM; HCT116 PTEN-null viability, CellTiter-Glo, 60 h; stronger effect = lower value;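 active means viability at or below a set limit, 4 SD under the median of all tested compounds, cut at about 3.7% in these data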;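 further: PTEN knockout HCT116 line with beta catenin targeted HCT116 as companion control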
GALR2 antag = GALR2 (human) receptor antagonism; inhibition, % at 4 µM; O43603; GALR2-expressing cells, antagonist mode; AID 828; 0.39% of 140,000 active; in the data active means inhibition above about 27%;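 further: cells stimulated with galanin 1-16 at roughly its EC80; 0% = agonist challenge control and 100% = basal control without agonist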
Target sequence (O43603 whole entry, looked up): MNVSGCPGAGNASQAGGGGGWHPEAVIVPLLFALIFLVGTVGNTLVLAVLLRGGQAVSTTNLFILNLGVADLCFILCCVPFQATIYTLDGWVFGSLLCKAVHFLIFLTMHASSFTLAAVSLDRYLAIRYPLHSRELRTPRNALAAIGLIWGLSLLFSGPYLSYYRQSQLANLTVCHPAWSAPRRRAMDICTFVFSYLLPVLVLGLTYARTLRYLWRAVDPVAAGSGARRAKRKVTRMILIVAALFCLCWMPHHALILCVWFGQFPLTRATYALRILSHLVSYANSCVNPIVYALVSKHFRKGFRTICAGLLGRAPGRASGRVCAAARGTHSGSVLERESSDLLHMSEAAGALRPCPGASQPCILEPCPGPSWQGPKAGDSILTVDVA
NPY Y2 blocker = blocks the human neuropeptide Y Y2 receptor. P49146. NPY-Y2 expressing cells, antagonist mode. inhibition, % at 2.7 µM. 0.99% of 140,000 active. AID 793; in the data active means inhibition above about 17%;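 further: 0% = vehicle with agonist challenge and 100% = reference antagonist with challenge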
Target sequence (P49146 whole entry, looked up): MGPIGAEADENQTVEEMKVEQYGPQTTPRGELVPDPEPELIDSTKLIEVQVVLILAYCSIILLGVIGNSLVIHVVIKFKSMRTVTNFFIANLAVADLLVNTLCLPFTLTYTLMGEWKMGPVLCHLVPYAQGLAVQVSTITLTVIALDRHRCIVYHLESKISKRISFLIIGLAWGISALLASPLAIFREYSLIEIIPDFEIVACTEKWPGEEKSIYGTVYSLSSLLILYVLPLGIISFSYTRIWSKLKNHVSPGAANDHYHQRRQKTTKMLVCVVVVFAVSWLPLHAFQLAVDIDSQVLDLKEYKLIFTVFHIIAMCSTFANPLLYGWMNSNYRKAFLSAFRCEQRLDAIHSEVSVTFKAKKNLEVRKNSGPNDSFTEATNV
Starred values were filed as active, the others as inactive.

COC(=O)c1ccc(NC(=O)c2ccc3c(c2)OCO3)cc1 was read as Yeast growth inh -67.7, Measles CPE 18.4, bCat KO growth 81.0, MRP1 act -1.4, Yeast lifespan up -16.4, Phagocyt inh -2.9, HCT116 PTEN-null 86.8, GALR2 antag -7.2 and NPY Y2 blocker 3.5.
For O=C1CCC(=O)N1c1cccc(-c2nc3ccccc3o2)c1 the results were Yeast growth inh 28.7, Measles CPE 16.8, bCat KO growth 105.7, MRP1 act 0.9, Yeast lifespan up -7.6, Phagocyt inh -0.4 and HCT116 PTEN-null 99.8.
For O=C(c1c(Cl)nc2sccn12)N1CCCc2ccccc21 the results were Yeast growth inh -4.4, Measles CPE 6.7, bCat KO growth 91.5, MRP1 act -3.2, Yeast lifespan up -10.1, E-sel TNF inh 79.0*, Phagocyt inh 1.1, HCT116 PTEN-null 81.7, GALR2 antag 8.3 and NPY Y2 blocker 1.6.
Screening CCS(=O)(=O)c1ccc(O)c(N2C(=O)C3C4C=CC(C4)C3C2=O)c1 (centres undefined) returned Yeast growth inh -26.5, Measles CPE 21.7, bCat KO growth 96.7, MRP1 act 2.7, Yeast lifespan up -12.8, E-sel TNF inh -8.7, Phagocyt inh -0.8, HCT116 PTEN-null 95.5, GALR2 antag 4.4 and NPY Y2 blocker 3.3.
COC(=O)CSC1=C(C#N)C(=O)NC(c2ccccc2)S1 (centres undefined) was read as Yeast growth inh -1.4, Measles CPE 3.4, bCat KO growth 90.6, MRP1 act -1.3, Yeast lifespan up -0.2, E-sel TNF inh -3.8, Phagocyt inh -0.5, HCT116 PTEN-null 95.0, GALR2 antag -10.3 and NPY Y2 blocker 2.5.
Screening CN1CCc2c(sc3c2C(=O)NC(c2cccc(OC(=O)c4cccs4)c2)N3)C1 (centres undefined) returned Yeast growth inh -20.1, Measles CPE 4.9, bCat KO growth 76.6, MRP1 act -3.0, Yeast lifespan up -7.5, E-sel TNF inh -0.4, Phagocyt inh 0.4, HCT116 PTEN-null 76.5, GALR2 antag 5.0 and NPY Y2 blocker 4.4.
`CC1CCC(NS(=O)(=O)c2ccc3c(c2)n(C)c(=O)c(=O)n3C)CC1` (centres undefined) gave Yeast growth inh -21.8, Measles CPE 34.8, bCat KO growth 104.7, MRP1 act -2.6, Yeast lifespan up -21.0, Phagocyt inh -0.6, HCT116 PTEN-null 89.1, GALR2 antag 3.3 and NPY Y2 blocker 0.4.
Screening CCN1CCN(C(=O)c2cnn3c(C(F)F)cc(-c4ccc(C)cc4)nc23)CC1 returned Yeast growth inh -20.2, Measles CPE 4.7, bCat KO growth 61.6, MRP1 act -1.1, Yeast lifespan up -6.5, E-sel TNF inh 14.8, Phagocyt inh 9.1, HCT116 PTEN-null 64.1, GALR2 antag -2.9 and NPY Y2 blocker 6.9.
CN1C(=O)NC(c2ccc(O)cc2)C(C(=O)c2cccs2)C1(O)C(F)(F)F (centres undefined) was read as Yeast growth inh -15.2, Measles CPE 9.3, bCat KO growth 85.8, MRP1 act -3.2, Yeast lifespan up 33.6*, E-sel TNF inh 6.1, HCT116 PTEN-null 86.7, GALR2 antag -2.8 and NPY Y2 blocker -0.8.
`O=C(c1ccco1)[C@@H]1[C@@H]2C(=O)N(c3ccc(F)cc3)C(=O)[C@@H]2[C@H]2C=Cc3ccccc3N21` gave Yeast growth inh -7.8, Measles CPE 6.7, bCat KO growth 73.9, MRP1 act -3.5, Yeast lifespan up 0.3, Phagocyt inh -8.8, HCT116 PTEN-null 70.9, GALR2 antag 7.7 and NPY Y2 blocker 1.7.
Screening CCc1ccc(/C=C2\Oc3cc(OC(=O)N4CCOCC4)ccc3C2=O)cc1 returned Yeast growth inh -41.5, Measles CPE 7.6, bCat KO growth 69.6, MRP1 act -3.7, Yeast lifespan up -1.6, HCT116 PTEN-null 58.9, GALR2 antag -5.9 and NPY Y2 blocker -1.1.
Screening CCOC(=O)C1CCN(Cc2cccc(OC)c2)CC1 returned Yeast growth inh -75.8, Measles CPE 15.2, bCat KO growth 102.2, MRP1 act -0.5, Yeast lifespan up 12.1, E-sel TNF inh 11.7, Phagocyt inh 0.4, HCT116 PTEN-null 96.2, GALR2 antag -8.3 and NPY Y2 blocker 4.8.
`COc1cccc(CN2C(=O)C3(C(C#N)=C(N)OC4=C3C(=O)CCC4)c3ccccc32)c1` (centres undefined) gave Yeast growth inh -56.9, Measles CPE 3.0, bCat KO growth 18.4, MRP1 act -2.2, Yeast lifespan up -3.4, E-sel TNF inh -25.2, Phagocyt inh -0.3, HCT116 PTEN-null 14.7, GALR2 antag -3.6 and NPY Y2 blocker -0.6.
For CCOc1ccc(C2CC(c3ccc(F)cc3)Nc3nc(N)nn32)cc1 (centres undefined) the results were Yeast growth inh -16.4, Measles CPE 2.9, bCat KO growth 94.9, MRP1 act -1.5, Yeast lifespan up -9.6, E-sel TNF inh 26.4, Phagocyt inh 1.2, HCT116 PTEN-null 89.2, GALR2 antag -9.4 and NPY Y2 blocker 5.1.
For CCCCCCNc1nc(-c2ccc(OC)cc2)c(CCC(=O)O)s1 the results were Yeast growth inh -34.9, Measles CPE 12.3, bCat KO growth 96.3, MRP1 act -1.0, Yeast lifespan up 3.4, Phagocyt inh -11.1, HCT116 PTEN-null 94.0, GALR2 antag 0.1 and NPY Y2 blocker 6.2.
For CCn1c(=O)cc(OCC(=O)Nc2cc(C)ccn2)c2ccccc21 the results were Yeast growth inh -1.8, Measles CPE 9.9, bCat KO growth 87.9, MRP1 act -3.2, Yeast lifespan up -1.8, E-sel TNF inh 6.1, HCT116 PTEN-null 83.3, GALR2 antag 8.8 and NPY Y2 blocker 2.6.
Screening Cc1ccc2c(c1)CCCN2C(=O)C1CCCO1 (centres undefined) returned Yeast growth inh -22.9, Measles CPE 1.8, bCat KO growth 102.9, MRP1 act 0.1, Yeast lifespan up -5.5, E-sel TNF inh -14.9, Phagocyt inh -0.3, HCT116 PTEN-null 112.3, GALR2 antag 10.0 and NPY Y2 blocker 4.7.
O=C(N/N=C/CCc1ccccc1)c1ccc(CN2c3cccc4cccc(c34)S2(=O)=O)cc1 was read as Yeast growth inh -11.1, Measles CPE 21.4, bCat KO growth 99.5, MRP1 act 1.7, Yeast lifespan up -1.1, Phagocyt inh -15.3, HCT116 PTEN-null 96.8, GALR2 antag -0.7 and NPY Y2 blocker 0.9.
Cc1ccc(CNCc2ccccc2Cl)cc1 was read as Yeast growth inh -1.4, Measles CPE 4.1, bCat KO growth 101.7, MRP1 act -3.1, Yeast lifespan up -28.0, E-sel TNF inh -19.8, Phagocyt inh -0.4, HCT116 PTEN-null 83.1, GALR2 antag 4.8 and NPY Y2 blocker 1.2.
`O=S1(=O)CCC(S(=O)(=O)N2CCCCCC2)C1` (centres undefined) gave Yeast growth inh -26.5, Measles CPE 18.2, bCat KO growth 95.3, MRP1 act -1.2, Yeast lifespan up -3.7, E-sel TNF inh -27.4, HCT116 PTEN-null 96.3, GALR2 antag 0.3 and NPY Y2 blocker 1.6.
`Cc1ccc(-c2csc(N3N=C(c4ccccc4)/C(=C\c4ccc(N(C)C)cc4)C3=O)n2)cc1` gave Yeast growth inh -20.0, Measles CPE 3.6, bCat KO growth 68.3, MRP1 act -1.5, Yeast lifespan up -9.3, E-sel TNF inh 5.1, Phagocyt inh -1.8, HCT116 PTEN-null 74.4, GALR2 antag -6.0 and NPY Y2 blocker 1.0.
`CCCC(c1nnnn1CCc1ccccc1)N1CCN(C2CCCC2)CC1` (centres undefined) gave Yeast growth inh -44.1, Measles CPE 22.1, bCat KO growth 81.8, MRP1 act -0.5, Yeast lifespan up -11.1, E-sel TNF inh -23.4, Phagocyt inh -3.4, HCT116 PTEN-null 86.4, GALR2 antag 0.3 and NPY Y2 blocker 7.0.
CC(C)(C)n1cnc2cc(NS(=O)(=O)c3ccc(Br)cc3)ccc21 was read as Yeast growth inh -58.3, Measles CPE 9.0, bCat KO growth 85.6, MRP1 act 0.5, Yeast lifespan up -1.3, E-sel TNF inh 10.8, Phagocyt inh 0.2, HCT116 PTEN-null 106.0, GALR2 antag -4.0 and NPY Y2 blocker 1.4.
CC(=O)N1CCN(C(=S)NC(=O)c2ccc(S(=O)(=O)N3CCOCC3)cc2)CC1 was read as Yeast growth inh -6.6, Measles CPE 8.9, bCat KO growth 101.4, MRP1 act 0.0, Yeast lifespan up 2.8, Phagocyt inh 2.5, HCT116 PTEN-null 101.0, GALR2 antag 4.5 and NPY Y2 blocker 2.2.
Screening C=CCN1C(=O)/C(=C2/Sc3ccccc3N2CCCS(=O)(=O)O)SC1=S returned Yeast growth inh -42.9, Measles CPE 3.1, bCat KO growth 102.0, MRP1 act 0.1, Yeast lifespan up -1.9, E-sel TNF inh -8.3, Phagocyt inh -0.9, HCT116 PTEN-null 100.0, GALR2 antag 2.7 and NPY Y2 blocker 0.3.
COc1cc(NC(=O)c2c(F)cccc2F)nc(OC)n1 was read as Yeast growth inh -40.2, Measles CPE 19.3, bCat KO growth 100.1, MRP1 act -3.2, Yeast lifespan up -30.1, E-sel TNF inh -0.7, Phagocyt inh -0.9, HCT116 PTEN-null 98.8, GALR2 antag -10.6 and NPY Y2 blocker -1.3.
For O=C(Nc1cccc(C(=O)N2CCOCC2)c1)c1cccnc1 the results were Yeast growth inh -26.5, Measles CPE 4.8, bCat KO growth 100.7, MRP1 act -1.7, Yeast lifespan up -2.0, E-sel TNF inh -18.7, Phagocyt inh -0.5, HCT116 PTEN-null 97.5, GALR2 antag -0.3 and NPY Y2 blocker 1.1.
Screening Clc1ccc(OCc2cn3cccnc3n2)c2ncccc12 returned Yeast growth inh -18.8, Measles CPE 9.9, bCat KO growth 78.9, MRP1 act -1.9, Yeast lifespan up -25.1, Phagocyt inh -1.0, HCT116 PTEN-null 77.0, GALR2 antag 5.2 and NPY Y2 blocker 8.8.
For O=C(NC(=S)Nc1ccccc1Cl)c1csnn1 the results were Yeast growth inh -22.1, Measles CPE -0.7, bCat KO growth 82.8, MRP1 act -1.5, Yeast lifespan up -7.0, E-sel TNF inh 4.8, Phagocyt inh -1.8, HCT116 PTEN-null 97.2, GALR2 antag -9.0 and NPY Y2 blocker 1.1.
For O=C(CCc1ccc(S(=O)(=O)N2CCOCC2)cc1)NCCc1ccccn1 the results were Yeast growth inh -12.8, Measles CPE 5.1, bCat KO growth 96.9, MRP1 act -0.1, Yeast lifespan up 1.0, E-sel TNF inh -21.4, Phagocyt inh -0.8, HCT116 PTEN-null 103.6, GALR2 antag -18.4 and NPY Y2 blocker 2.5.
`O=C(/C=C/c1ccco1)NC(=S)Nc1ccc(Cl)cn1` gave Yeast growth inh -32.5, Measles CPE 11.5, bCat KO growth 77.9, MRP1 act 0.1, Yeast lifespan up -16.2, Phagocyt inh -0.8, HCT116 PTEN-null 81.7, GALR2 antag -16.4 and NPY Y2 blocker 5.4.
CC(=O)N1CCN(CC(=O)Nc2c(Cl)cc(Cl)cc2Cl)CC1 was read as Yeast growth inh -4.5, Measles CPE 9.1, bCat KO growth 89.5, MRP1 act -0.3, Yeast lifespan up -16.9, Phagocyt inh 1.2, HCT116 PTEN-null 89.6, GALR2 antag 4.3 and NPY Y2 blocker 2.0.
For CC(C)CC(NC(=O)C(CC(C)C)NC(=O)OC(C)(C)C)C(N)=O (centres undefined) the results were Yeast growth inh -16.3, Measles CPE 11.0, bCat KO growth 104.6, MRP1 act -1.4, E-sel TNF inh 3.5, HCT116 PTEN-null 105.0, GALR2 antag -3.7 and NPY Y2 blocker 2.6.
